From PubChem
Pf apPOL block: Pf-apPOL inhibitors, biochemical, fluorescence. inhibition, % at 10 µM. Plasmodium falciparum apicoplast DNA polymerase (apPOL). Recombinant Pf-apPOL, molecular beacon fluorescence, 1.5 h. 0.25% of 210,000 active
mHTT-CaM PPI inh: mutant huntingtin-calmodulin interaction inhibitors – biochemical, AlphaScreen, primary screen. P42858. AlphaScreen His-mHTT/GST-CaM binding, luminescence. inhibition, % at 15 µM. 3.6% of 190,000 active. AID 1671202, 2021;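 also: 0% = both proteins with DMSO and 100% = one protein alone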
* hit, by the source's call; i = inactive; . = not tested or not shown; & = joins results of further samples. Rule as the data show it: active = inhibition above about 50%; inactive = the rest. Outcome played no part in choosing rows. About 3.5% of those tested had a hit in this group.

SMILES	Pf apPOL block	mHTT-CaM PPI inh
O=S(=O)(Nc1nnc(C2CC2)s1)c1cccc2nonc12	-1	.
O=C(NCCn1nc(-c2ccncc2)ccc1=O)c1ccc(C(F)(F)F)cc1	-8	-13
C=CCSc1nnc2c(n1)[nH]c1ccccc12	-8	2
C=CCn1c2ccccc2c2nnc(SCC(=O)Nc3nc4ccccc4s3)nc21	-5	20
Cc1cc(C)cc(NC(=O)Cn2[nH]c3c(cnc4ccc(F)cc43)c2=O)c1	2	-9
CC(C)NC(=O)c1[nH]c2ccccc2c1N1CCCC1=O	-6	0
Cc1ccc(C(=O)N2CCC(CCNC(=O)c3ccccc3C(F)(F)F)CC2)cc1	0	34
CCC(=O)N1CCCC1c1nc2cc(-c3ccccc3OC)ccc2o1 (stereo not drawn)	0	45
COCCCNC(=O)C1CCN(c2nc3cccnc3s2)CC1	-2	-12
C=CCN1C(=O)C2C3C=CC(C2C1=O)C1C2C(=O)N(CC=C)C(=O)C2C31 (stereo not drawn)	0	1
Cc1ccc(-n2cc(C(=O)NCC3CCCO3)c3ccccc3c2=O)cc1C (stereo not drawn)	-1	-5
COc1cc(/C=C2\C(=O)NN(c3cccc(Br)c3)C2=O)cc(Cl)c1OC(C)C	-4	84*
COc1ccc(NC(=O)c2cc(Cl)c(OC)c(Cl)c2)cc1	30	-1
COc1ccc(CCNS(=O)(=O)c2ccc3[nH]c4c(c3c2)CCCC4)cc1OC	-4	47
Cc1cc(C)c(C#N)c(SCc2[nH]nc3c2C(c2ccccc2[N+](=O)[O-])C(C#N)=C(N)O3)n1 (stereo not drawn)	0	43

Laid out differently: two of the compounds above.
Molecule,Pf apPOL block,mHTT-CaM PPI inh
O=C(NCCn1nc(-c2ccncc2)ccc1=O)c1ccc(C(F)(F)F)cc1,-8,-13
O=S(=O)(Nc1nnc(C2CC2)s1)c1cccc2nonc12,-1,.

(more compounds)
SMILES	Pf apPOL block	mHTT-CaM PPI inh
O=C(c1ccncc1)N1CCc2nc3cc(-c4ccccc4Cl)[nH]n3c(=O)c2C1	6	3
Brc1ccc2c(ccc[n+]2C/C=C/c2ccccc2)c1	-6	-2
CCCCSc1nnc2c(n1)OC(c1ccsc1)N(C(C)=O)c1ccccc1-2 (stereo not drawn)	-53	40
Cc1ccc(N=Cc2cc3c(cc2[N+](=O)[O-])OCO3)cc1Br	-9	69*
Cc1[nH]c(=O)[nH]c(=O)c1CC(=O)N1CCN(c2ccccn2)CC1	-3	-4
CC1(C)CC(NC2CC(C)(C)NC(C)(C)C2)CC(C)(C)N1	4	0
Cc1onc(-c2ccccc2)c1C(=O)NCc1ccc2c(c1)OCO2	-26	2
O=C(NCc1ccccc1Cl)c1coc(NC(=O)c2cnccn2)n1	-5	40
O=C(Oc1ccc(Cl)cc1Cl)c1cc2ccc3ccccc3c2s1	-2	.
Cc1[nH]nc2c1C(c1cccc(Br)c1)CC(=O)N2 (stereo not drawn)	-2	3
CCOc1ccc(/C=C/C(=O)Nc2nc3ccc(OC)cc3s2)cc1	-4	23
CC(C)C(=O)N1CCc2ccccc2C1C(=O)NCc1ccc(F)cc1Cl (stereo not drawn)	0	-11
CC1CN(c2nc(Nc3ccc(Cl)cc3)c3cnn(C)c3n2)CC(C)O1 (stereo not drawn)	-6	-12
COc1ccc(S(=O)(=O)NCCCNc2ccc([N+](=O)[O-])cc2Cl)cc1F	-2	25
CC(C)CNC(=O)c1cncc(-c2ccccc2Cl)c1	4	-13
O=C(Nc1ncn[nH]1)c1ccccc1F	-9	2
CC1CCN(Cc2nc(-c3ccc(N4CCCCC4)nc3)no2)CC1	1	-4
COc1ccc(OC)c(NC(=O)CSc2nnc(-c3ccc(Cl)cc3Cl)n2N)c1	-11	9
Cc1ccc(C(=O)N2CCN(c3ccc([N+](=O)[O-])c(NCC4CCCO4)c3)CC2)cc1 (stereo not drawn)	2	-4
O=C(NCc1nc2ccccc2[nH]1)c1coc(NC(=O)c2cccs2)n1	1	1
Cc1cc(/C=C(\C#N)C(=O)Nc2ccc(Cl)cc2)c(C)n1-c1cccnc1	-2	47
O=C1OC(c2cc([N+](=O)[O-])ccc2Cl)=N/C1=C\c1ccc2c(c1)OCO2	-8	-3
CCNc1nnc(-c2ccncc2)s1	-14	0
CCN1C(=O)CCC2(CN(C)C(=O)c3ccc4c(c3)OCO4)CCCC12 (stereo not drawn)	1	-6
Cc1noc(-c2nn(C)c3c2CN(C(=O)CC2CCN(C(C)C)CC2)CC3)n1	-2	-7
Cc1[nH]c(=S)c(C#N)c(C)c1CCC#N	2	.
CCOC(CCNC(=O)Cc1c(C(=O)O)[nH]c2ccc(Cl)cc12)OCC	-4	1
CCN(CC)c1ccc(N2C(=O)C3C4CC(C(Br)C4Br)C3C2=O)cc1 (stereo not drawn)	0	-4
O=C(O)C(F)(F)C12OC3C4C5CC(C6C5C3C61)C42 (stereo not drawn)	-7	1
COc1cccc(NC(=O)C(=O)c2c(O)[nH]c3ccccc23)c1	-6	7
O=C1C2C3C=CC(C2C(=O)N1c1ccc(O)cc1)C1C2C(=O)N(c4ccc(O)cc4)C(=O)C2C31 (stereo not drawn)	6	9
Oc1c(I)cccc1C=Nc1ccc2oc(-c3ccncc3)nc2c1	-2	1
O=C(O)C1C2C=CC3(CN(Cc4ccccc4Cl)C(=O)C13)O2 (stereo not drawn)	-7	26
COc1ccc2oc(=O)c(C(=O)OC(C)C(=O)c3ccc(Cl)cc3)cc2c1 (stereo not drawn)	-7	-7
Cc1ccc(NC(=O)CCS(=O)(=O)c2ccc(Br)cc2)c(Cl)c1	-6	-1
c1ccc(Nc2cc(-n3cccn3)ncn2)cc1	5	13
O=C(NCc1cccs1)c1ccccc1Cl	7&-5	.
COc1ccc2nc(C(=O)NCc3ccc(F)cc3Cl)cn2n1	-2	0
CCc1ccc(NC(=O)C2Cc3ccccc3C(=O)O2)cc1 (stereo not drawn)	-7	-3
O=C(NCc1ccco1)C1CCN(c2nc3ccsc3c(=O)n2Cc2ccccc2)CC1	5	0
CNC(=O)C1CN(C(=O)Nc2cc(Cl)ccc2Cl)CC12CCCC2 (stereo not drawn)	-1	-9
CC(C)(C)NC(=O)CCN1C(=O)c2ccccc2C1=O	3	-1
Cc1cc(C)c2c(=O)[nH]c(SCc3ccccc3)nc2n1	1	3
CCC(C)NC(=O)C1c2ccccc2C(=O)N1CCc1ccc(C)cc1 (stereo not drawn)	-12	12
Cc1ccc(S(=O)(=O)N2CCN(C(=O)CN3CCCC3)C2C(C)C)cc1 (stereo not drawn)	-7	0

Whole records from above. Order of screens: Pf apPOL block | mHTT-CaM PPI inh
Listed for c1ccc(Nc2cc(-n3cccn3)ncn2)cc1 : 5 | 13
Listed for Oc1c(I)cccc1C=Nc1ccc2oc(-c3ccncc3)nc2c1 : -2 | 1

Continued:
SMILES	Pf apPOL block	mHTT-CaM PPI inh
CCN1CCN(C(=O)C2CCCN(c3nccc(C)n3)C2)CC1 (stereo not drawn)	-3	-10
Cc1cccc(NC(=O)N2CCn3c(C)ccc3C2C(C)C)c1C (stereo not drawn)	-1	21
COc1cccc(CNC(=O)C2CCCN(S(=O)(=O)N3CC(C)CC(C)C3)C2)c1 (stereo not drawn)	-13	-6
CCCCOc1ccc(/C=c2\sc3ncnn3c2=O)cc1OCC	-5	23
Fc1cccc(-c2nc(-c3cn(-c4cccc(F)c4)nn3)no2)c1	-2	-8
COc1ccc(C)cc1NC(=O)N1CC2CCCN2c2ccccc21 (stereo not drawn)	0	83*
Cn1c(NC(=O)c2cc(-c3cccc(Br)c3)nc3ccccc23)cc(=O)n(C)c1=O	-10	32
Cc1cc(Cl)ccc1N=Cc1nc(-c2ccc(Br)cc2)oc1O	4	1
O=C(O)C1CC(=O)N(c2ccc(F)c(Cl)c2)C1 (stereo not drawn)	-4	2
COc1ccc(Cl)cc1NC(=O)N1CC2CCCN2c2ccccc21 (stereo not drawn)	-3	74*
CCC(=O)N1CCc2cc(Br)cc(S(=O)(=O)NCCCOC(C)C)c21	-5	5
COc1ccc(C2N(C(=O)CN3CCN(C)CC3)CCN2S(=O)(=O)c2ccc(C)cc2)cc1 (stereo not drawn)	-5	-1
COc1ccc(CNS(=O)(=O)c2c(C)n[nH]c2C)cc1	2	-4
Cc1ccc2nc(-c3cc4ccccc4oc3=N)[nH]c2c1	-3	24
COc1cccc(-c2nc(-c3ccc4oc(C)nc4c3)no2)c1	1	-15

3 entries picked at random from the list so far, as already listed:
SMILES	Pf apPOL block	mHTT-CaM PPI inh
Cc1ccc(S(=O)(=O)N2CCN(C(=O)CN3CCCC3)C2C(C)C)cc1 (stereo not drawn)	-7	0
O=C(Oc1ccc(Cl)cc1Cl)c1cc2ccc3ccccc3c2s1	-2	.
CCCCOc1ccc(/C=c2\sc3ncnn3c2=O)cc1OCC	-5	23

Later entries.
SMILES	Pf apPOL block	mHTT-CaM PPI inh
CCN(CC)CCNC(=O)C1CCN(S(=O)(=O)N2CCC3(CC2)OCCO3)CC1	-13	1
CCCc1c(C(=O)Nc2ccc(Cl)cc2)cnn1C	-5	.
COc1ccccc1-c1noc(C2CCCN2C(=O)CSc2ccncc2)n1 (stereo not drawn)	-3	-2
OCCNc1nc(NCc2ccc3c(c2)OCO3)nc2c1cnn2-c1ccc(F)cc1	-8	67*
COC(=O)c1cc(NC(=O)c2c(-c3c(Cl)cccc3Cl)noc2C)ccc1N1CCOCC1	-23	.
O=C1c2ccccc2S(=O)(=O)N1CC(O)COc1ccc(Br)cc1 (stereo not drawn)	-4	1
S=c1[nH]nc(COc2ccccc2)n1/N=C/c1ccccn1	.	i
COc1ccc(CNC(=O)c2cnn3c(C)c(Cc4ccc(Cl)cc4)c(C)nc23)cc1	-3	-6
Cc1ccc(CNC(=O)Cn2cnc3c(-c4ccccc4)csc3c2=O)cc1	-4	7
Cc1ccccc1C(=O)N1CCC(Cc2nc3cccnc3n2C)C1 (stereo not drawn)	-10	-1
COc1ccc(C2C3=C(CCCC3=O)Nc3nc(SC)[nH]c(=O)c32)cc1OC (stereo not drawn)	-1	3
Cc1nc(C(=O)N(C)CC#N)nn1-c1ccccc1	-5	-1
CCCCNC(=O)OCCSC(=S)NC(C)(C)C	.	-11
Clc1ccc(CSc2nnc(-c3ccco3)n2-c2ccccc2)cc1	-2	6
O=C(c1cnccn1)N1CCC(c2nncn2-c2ccccc2)CC1	-2	-9

Some of the entries so far, as labelled records.
> CCNc1nnc(-c2ccncc2)s1
  Pf apPOL block: -14	mHTT-CaM PPI inh: 0
> CC(C)NC(=O)c1[nH]c2ccccc2c1N1CCCC1=O
  Pf apPOL block: -6	mHTT-CaM PPI inh: 0
> O=C(O)C1C2C=CC3(CN(Cc4ccccc4Cl)C(=O)C13)O2 (stereo not drawn)
  Pf apPOL block: -7	mHTT-CaM PPI inh: 26
> COc1ccc(OC)c(NC(=O)CSc2nnc(-c3ccc(Cl)cc3Cl)n2N)c1
  Pf apPOL block: -11	mHTT-CaM PPI inh: 9

Next section.
SMILES	Pf apPOL block	mHTT-CaM PPI inh
CN(C)C(=O)CSc1nnc(-c2ccc(Cl)cc2Cl)n1N	-11	0
COc1ccc(-c2c(C)c3cc(OC(=O)C(C)C)ccc3oc2=O)cc1	-12	-35
O=C1OC(c2ccc(Cl)cc2Cl)=N/C1=C\c1ccc([N+](=O)[O-])cc1	-1	-2
O=C(CSc1nc2[nH]ncc2c(=O)n1-c1ccc(Cl)cc1)Nc1ccc(F)c(F)c1	-6	20
CCOC(CCNC(=O)Cn1ccc2ccccc2c1=O)OCC	-2	4
